Rin1-Abl PPI inh – blocks binding of human Rin1 to Abl; inhibition, % at 7.35 µM; P00519+Q13671; AID 588664; TR-FRET Rin1/Abl binding, biochemical; 0.4% of 360,000 active; in the data active = inhibition above about 5%, passing the limit was not always enough
MT1-MMP act inh – blocks activation of human MT1-MMP | P50281 | HT1080 RFP-PRO-GFP cells, GFP/RFP ratio fluorescence, overnight; percent of plate control window, DMSO zero | GFP/RFP ratio change, % at 20 µM | 0.061% of 360,000 active | AID 651647;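 active = GFP/RFP ratio change of at least 30% with cell ATP level not reduced by more than half and red fluorescence within 50% of control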; also: strong numbers were not always called active
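Assay system – RFP-PRO-GFP reporter HT1080 cells · Compound dosing – single dose of 20 µM compound, 1% DMSO final · Incubation – overnight compound exposure at 37 °C · Measure – GFP/RFP fluorescence ratio · Benchmarks – DMSO wells and RFP-L50D-GFP cells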
Neddyl block – cullin neddylation inhibition | 0.58% of 360,000 active | TR-FRET cullin neddylation, biochemical | AID 651699 | calls only at 25 µM; in the data active = inhibition above about 36%
SKN-1 inh – blocks SKN-1 activity in C. elegans | C. elegans VP596 Pgst-4::GFP/RFP ratio, acrylamide-induced, 24 h | inhibition, % at 21.8 µM | 0.49% of 360,000 active;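 active = interference check ratio from 0.5 to 1.5 plus GFP to RFP signal ratio inhibition reaching or exceeding a fixed threshold, cut at about 30% in these data, passing the limit was not always enough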; also: some compounds called inactive have numbers as strong as hits
PABP1 MLLE inh – blocks PAM2 peptide binding to the PABP1 MLLE domain | P11940 | GST-MLLE / FITC-PAM2 fluorescence polarization | inhibition, % at 20 µM | 0.36% of 360,000 active | AID 588489; in the data active = inhibition above about 35%, passing the limit was not always enough;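 also: plate controls were DMSO wells with GST-MLLE for no effect and wells lacking GST-MLLE protein for full effect; some results filed as inactive read as strong as hits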
Target sequence (P11940 whole entry, looked up, the tested form may be a part): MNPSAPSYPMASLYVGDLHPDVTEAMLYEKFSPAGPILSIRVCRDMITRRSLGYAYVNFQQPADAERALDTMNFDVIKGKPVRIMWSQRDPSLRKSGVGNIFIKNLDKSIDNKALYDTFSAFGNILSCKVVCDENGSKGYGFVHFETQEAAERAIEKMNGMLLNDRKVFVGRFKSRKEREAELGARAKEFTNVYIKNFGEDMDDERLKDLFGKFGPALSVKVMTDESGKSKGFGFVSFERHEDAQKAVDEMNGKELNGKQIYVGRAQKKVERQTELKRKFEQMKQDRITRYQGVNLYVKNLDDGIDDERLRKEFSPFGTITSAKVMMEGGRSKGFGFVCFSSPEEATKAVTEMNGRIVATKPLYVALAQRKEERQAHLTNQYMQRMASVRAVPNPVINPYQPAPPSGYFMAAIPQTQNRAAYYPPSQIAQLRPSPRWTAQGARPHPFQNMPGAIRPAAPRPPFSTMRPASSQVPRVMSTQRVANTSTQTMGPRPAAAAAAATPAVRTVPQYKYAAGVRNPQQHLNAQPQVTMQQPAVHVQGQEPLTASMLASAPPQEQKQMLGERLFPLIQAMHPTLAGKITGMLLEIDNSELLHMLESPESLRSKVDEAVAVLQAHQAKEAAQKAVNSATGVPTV
FAS TE block – inhibitors of human fatty acid synthase thioesterase domain; AID 602261; recombinant FAS-TE, OMFH fluorogenic substrate, fluorescence endpoint; 0.67% of 360,000 active; inhibition, % at 15 µM;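 active = compounds whose normalised, plate-corrected inhibition of enzyme fluorescence in the single-dose primary screen is 50% or more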;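 also: 0% = DMSO with enzyme and 100% = substrate without enzyme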
Rpn11 inh – Rpn11 (human) deubiquitinase inhibition | AID 588493 | 0.59% of 360,000 active | human 26S proteasome, Ub4-pepOG fluorescence polarization; 20S core pre-blocked with epoxomicin | calls only at 20 µM | O00487;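 active = inhibition at 20 µM, scaled to each plate's controls, above about 33%, limit read from the data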
CSN deneddyl inh – inhibitors of human CSN-mediated cullin deneddylation; Q92905; 0.38% of 360,000 active; inhibition, % at 12.5 µM; Purified CSN, SCF-Nedd8-OG deneddylation, fluorescence polarization;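 active = pattern-corrected inhibition above about 35%, with an unprinted fluorescence ratio check between 0.5 and 1.5, limit read from the data, passing the limit was not always enough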;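 also: 0% = enzyme with substrate and 100% = substrate without enzyme; some results filed as inactive read as strong as hits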
Target sequence (Q92905 whole entry, looked up, one chain of several): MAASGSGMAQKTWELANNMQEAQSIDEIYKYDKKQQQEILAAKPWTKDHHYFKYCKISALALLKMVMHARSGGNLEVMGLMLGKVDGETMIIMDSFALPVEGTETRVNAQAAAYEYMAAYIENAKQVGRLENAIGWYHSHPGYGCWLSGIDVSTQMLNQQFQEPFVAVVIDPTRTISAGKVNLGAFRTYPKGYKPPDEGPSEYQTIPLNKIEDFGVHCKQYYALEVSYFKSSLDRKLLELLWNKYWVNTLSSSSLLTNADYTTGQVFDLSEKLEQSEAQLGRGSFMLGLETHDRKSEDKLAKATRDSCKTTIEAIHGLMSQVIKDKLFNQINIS
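Material: human Csn5 produced in HEK293T cells; Input: enzyme 0.24 nM; Reagent: SCFSkp2-Nedd8OG substrate at 10 nM final; Dosing: 12.5 µM compound; Incubation: 90 min reaction at room temperature; Detection: fluorescence polarization of the substrate; Evaluation: % inhibition of substrate cleavage by Csn5; Control set: substrate-only high control, full reaction low control.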
NadD block – NadD (S. aureus) enzyme inhibition. purified NadD enzyme, colorimetric absorbance read-out. inhibition, % at 20 µM. 0.78% of 360,000 active; in the data active = inhibition above about 26%; also: some compounds past the cut are filed as inactive
Starred values were filed as active, the others as inactive; i = inactive; nt = not tested or not shown.

SMILES	Rin1-Abl PPI inh	MT1-MMP act inh	Neddyl block	SKN-1 inh	PABP1 MLLE inh	FAS TE block	Rpn11 inh	CSN deneddyl inh	NadD block
COc1ccc(OC)c(NC(=O)CSc2nnc(C3CCCCC3)n2-c2ccccc2)c1	-2	0	i	1	-2	5	i	-1	2
CN1CCc2c(sc(/N=C/c3ccco3)c2C(N)=O)C1	-6	-24	i	10	3	-12	i	6	-1
Cc1cc(C)nc(N(C#N)S(=O)(=O)c2ccccc2Cl)n1	-2	1	i	-7	-16	-9	i	-2	1
Cc1onc(-c2ccccc2)c1C(=O)NNC(=S)NC(=O)/C=C/c1ccccc1	-1	-1	i	-1	13	7	i	3	14
COc1ccc(S(=O)(=O)N2CCCCCC2)cc1C(=O)NCc1ccccc1Cl	3	0	i	12	4	28	i	6	-3
Cn1c(SCC(=O)C(C)(C)C)nnc1-c1cccnc1	-1	4	i	-17	-3	-7	i	0	-2
CCN1CCN(c2ncc(C(=O)Nc3ccccc3C(=O)OC)c3ccccc23)CC1	-4	-13	i	-29	10	-7	i	-5	-8
Oc1ccc(C=NC2CCCCC2)cc1	6	-3	i	-8	-10	-7	i	4	0
O=C(NCC1CCCO1)c1cc(-c2ccccc2)nc2ccccc12 (centres undefined)	1	-5	i	3	13	-2	i	3	-2
CC(=O)c1c(N)c(C#N)c(C)n1-c1ccc(Br)cc1	-1	-5	i	-5	4	0	i	-1	-1
O=C(CSc1ccc(-c2cccs2)nn1)Nc1ccccc1F	1	2	i	-6	8	7	i	6	-2
CC1CCCCN1C(=O)Cc1ccc(F)cc1 (centres undefined)	5	-5	i	10	8	-5	i	3	-6
COc1ccccc1CN(C)C(=O)c1cccc(S(=O)(=O)N2CCCc3ccccc32)c1	2	-5	i	3	2	20	i	0	-12
O=C(O)/C=C\C(=O)Nc1ccc(N2CCN(c3ccc(F)cc3)CC2)cc1	3	6	i	-2	17	-8	i	-1	9
O=C(Oc1c(-c2ccccc2)c(=O)n2c3c(cccc13)CC2)c1ccc(F)cc1	0	-1	i	-1	-6	10	i	1	0
CC(C(=O)Nc1ccc(F)c(F)c1F)N(C)CCOc1ccccc1 (centres undefined)	-1	-1	i	11	-4	26	i	1	3
COc1ccc(C(CNC(=O)c2ccc(S(=O)(=O)N(C)C)cc2)N(C)C)cc1 (centres undefined)	6	-1	i	7	17	-1	i	-10	1
CCC(C(=O)OCC(=O)Nc1cccc(OC)c1)c1ccccc1 (centres undefined)	4	-1	i	6	4	12	i	1	-8
N#C/C(=C\C1=C(N2CCOCC2)C(=C/c2cccc([N+](=O)[O-])c2)/CC1)C(=O)Nc1ccccc1F	2	15	i	84	-114	20	nt	25	17
Cc1ccc(NC(=O)COC(=O)c2cccnc2)cc1	2	-2	i	1	-12	0	i	0	-1
COc1ccc(NC(=O)CN(C)C(=O)CNC(=O)Cc2cccc3ccccc23)cc1	2	-7	i	16	-17	-6	i	1	2
COC(=O)Nc1sc(C(=O)N(C)C)c(C)c1C(=O)OC	0	4	i	-6	4	3	i	-2	-1
CC(NC(=O)c1cc(COc2ccccc2)on1)c1nccs1 (centres undefined)	-2	0	i	35*	-6	-5	i	2	-1
O=C(C1CCC1)N1CCN(c2cccc(C(F)(F)F)c2)CC1	-1	-4	i	2	-3	1	i	-1	1
COc1ccc(-c2cn(-c3ccc(Cl)cc3)c3[n+]2CCCCC3)cc1	3	4	i	-3	6	-4	i	2	8
COc1ccc(S(=O)(=O)N2CCc3ccccc32)cc1C(=O)Nc1ccc(NC(C)=O)cc1	-3	-2	i	3	0	7	i	7	4
Cc1c(CCC(=O)O)c(=O)oc2cc(OCc3cccc(Cl)c3)ccc12	-4	0	i	-1	-3	8	i	2	6
Cc1ccc(C(C(=O)NC2CCCC2)N(C(=O)c2csnn2)c2ccccc2)o1 (centres undefined)	3	-2	i	15	-7	-4	i	2	-6
CCc1ccccc1NC(=O)CC1SCCNC1=O (centres undefined)	6	-3	i	6	4	-4	i	-7	-2
CSc1ccccc1NC(=O)C(C)N(C)CC(=O)N1CCN(Cc2ccccc2)CC1 (centres undefined)	1	1	i	8	-2	-8	i	1	-2
Cc1ccc(-c2nc3nc4ccccc4nc3n2Cc2ccco2)cc1	-1	0	i	-1	15	4	i	4	-4
Cc1ccc(S(=O)(=O)N2CCC[C@H]2C(=O)NC2=NCCS2)cc1	0	4	i	6	-6	-5	i	-1	-3
COC(=O)CCSCC(=O)N1N=C(c2ccc(OC)cc2)CC1c1cccc(OC)c1OC (centres undefined)	1	-1	i	2	3	14	i	10	0
O=C(CN1CCN(S(=O)(=O)c2ccc(Br)cc2)CC1)Nc1ccc2c(c1)OCO2	-2	-6	i	35*	-7	2	i	3	0
Cn1ncc2c(NCc3ccccc3)nc(NCCCO)nc21	-4	-1	i	0	-19	-3	i	1	0
Cc1ccccc1NC(=O)c1ccc(COc2ccc3c(C)cc(=O)oc3c2)cc1	-1	2	i	0	-2	-2	i	0	2
C#CCOCCOCCOCCNc1nc(N2CCN(C(=O)[C@H](CCC(=O)O)n3cc(C(N)[C@H](C)CC)nn3)CC2)nc(N2CCN(C(=O)[C@H](CCC(=O)O)n3cc(C(N)[C@H](C)CC)nn3)CC2)n1 (some centres undefined)	-1	1	i	3	3	-9	i	-4	12
CCn1c(=O)c(C(=O)NNC(=O)c2cccc(Cl)c2)c(O)c2ccccc21	-2	3	i	6	-5	9	i	5	24
CCn1c(C)nc2cc(C(=O)OC(C(F)(F)C(F)F)C(F)(F)C(F)F)ccc21	1	2	i	15	-2	18	i	-1	-11
Cc1ccc(C(C)CCN2CCC(n3nccc3NC(=O)c3ccccc3)CC2)o1 (centres undefined)	3	-4	i	2	8	-8	i	-4	-1
Cc1nnc(NC(=O)c2ccc3c(c2)C(=O)N(CC2CCCO2)C3=O)s1 (centres undefined)	2	1	i	2	7	-6	i	2	9
Cc1ccc(C(=O)/C=C/Nc2ccc(S(=O)(=O)Nc3cc(C)nc(C)n3)cc2)cc1	-2	5	i	17	0	-4	i	3	0
CC(NC(=O)CCC1COc2ccccc2O1)c1ccccc1 (centres undefined)	2	2	i	18	2	-5	i	3	0
CC(C)Sc1nnc(Cn2c(=O)sc3ccccc32)n1-c1ccccc1	-2	0	i	0	8	-4	i	0	-7
Nc1sc(Cc2ccccc2)cc1C(=O)NC1CCCCC1	nt	-7	i	2	nt	nt	nt	5	nt
O=S(=O)(c1ccccc1)c1cnc2ccccc2c1	3	3	i	3	-9	-5	i	5	-2
CC(C)CCNC(=O)COc1cccc2c1OC(C)(C)C2	1	-8	i	4	11	-2	i	-1	1
Cc1cc(OCC(=O)C(C)(C)C)c2c(-c3ccccc3)cc(=O)oc2c1	-1	2	i	-4	12	16	i	0	-10
Cc1nc(C)c(C(=O)NNC(=O)c2ccc(Br)cc2)s1	-3	-2	i	-4	2	-12	i	-8	0
CCc1ccccc1N(CC(=O)NCCSCc1ccco1)S(C)(=O)=O	3	-10	i	-5	31	-6	i	3	0

(more compounds)
SMILES	Rin1-Abl PPI inh	MT1-MMP act inh	Neddyl block	SKN-1 inh	PABP1 MLLE inh	FAS TE block	Rpn11 inh	CSN deneddyl inh	NadD block
Cc1ccc(C)c(N2CCN(C(=O)c3ccc4nc(-c5ccco5)c(-c5ccco5)nc4c3)CC2)c1	-1	-4	i	21	26	25	i	41	64*
CC[C@]12c3[nH]c4cc(CCC(=O)N(C)C)ccc4c3CCN1C(=O)[C@@H](CC(=O)NCCCOC)C[C@@H]2C(=O)N1CCN(C(=O)C2CC2)CC1	0	2	i	-4	6	-6	i	-6	-3
O=C(O)CCN1C(=O)c2ccc(NC(=O)COc3ccccc3)cc2C1=O	1	2	i	-4	8	-6	i	1	-7
COC(=O)[C@@]1(C)[C@H]2C(=O)N(Cc3ccccc3)C(=O)[C@H]2[C@H]2CN=C(SCc3ccc(C#N)cc3)N21	-3	-2	i	-2	27	3	i	3	2
CCn1nc(C)c(/C=N/NC(=O)Cn2cncn2)c1C	-4	4	i	-14	3	-2	i	-1	-3
COc1ccc(-c2n[nH]c(=S)n2/N=C/c2cccn2C)cc1	-2	3	i	-8	-2	-2	i	2	1
CC(C)NCC(=O)NC12CC3CC(CC(C3)C1)C2	-1	2	i	-12	0	-6	i	2	-2
Cc1c(C(=O)N2CCC[C@H]2C(N)=O)oc2c(F)cccc12	-3	1	i	13	2	-3	i	3	2
Clc1cccc(Cl)c1C[n+]1cccc2ccccc21	-2	-80	i	13	-12	-7	i	12	-8
Cc1cccc(-c2nnc3sc(-c4ccccc4)nn23)c1	-4	7	i	-16	-1	-3	i	-2	-2

By substructure, the compounds so far containing a tert-butyl group (2)
SMILES	Rin1-Abl PPI inh	MT1-MMP act inh	Neddyl block	SKN-1 inh	PABP1 MLLE inh	FAS TE block	Rpn11 inh	CSN deneddyl inh	NadD block
Cn1c(SCC(=O)C(C)(C)C)nnc1-c1cccnc1	-1	4	i	-17	-3	-7	i	0	-2
Cc1cc(OCC(=O)C(C)(C)C)c2c(-c3ccccc3)cc(=O)oc2c1	-1	2	i	-4	12	16	i	0	-10

Gathered by group, those above with fluorine
SMILES	Rin1-Abl PPI inh	MT1-MMP act inh	Neddyl block	SKN-1 inh	PABP1 MLLE inh	FAS TE block	Rpn11 inh	CSN deneddyl inh	NadD block
O=C(CSc1ccc(-c2cccs2)nn1)Nc1ccccc1F	1	2	i	-6	8	7	i	6	-2
CC1CCCCN1C(=O)Cc1ccc(F)cc1 (centres undefined)	5	-5	i	10	8	-5	i	3	-6
O=C(O)/C=C\C(=O)Nc1ccc(N2CCN(c3ccc(F)cc3)CC2)cc1	3	6	i	-2	17	-8	i	-1	9
O=C(Oc1c(-c2ccccc2)c(=O)n2c3c(cccc13)CC2)c1ccc(F)cc1	0	-1	i	-1	-6	10	i	1	0
CC(C(=O)Nc1ccc(F)c(F)c1F)N(C)CCOc1ccccc1 (centres undefined)	-1	-1	i	11	-4	26	i	1	3
N#C/C(=C\C1=C(N2CCOCC2)C(=C/c2cccc([N+](=O)[O-])c2)/CC1)C(=O)Nc1ccccc1F	2	15	i	84	-114	20	nt	25	17
O=C(C1CCC1)N1CCN(c2cccc(C(F)(F)F)c2)CC1	-1	-4	i	2	-3	1	i	-1	1
CCn1c(C)nc2cc(C(=O)OC(C(F)(F)C(F)F)C(F)(F)C(F)F)ccc21	1	2	i	15	-2	18	i	-1	-11
Cc1c(C(=O)N2CCC[C@H]2C(N)=O)oc2c(F)cccc12	-3	1	i	13	2	-3	i	3	2
